Assay outcomes: PubChem, several laboratories
NPR1 activator = GC-A (human) enzyme activation. activation, % at 10 µM. HEK293 GC-A cells, cGMP TR-FRET, EC30 ANP; 0% at EC30 ANP, 100% saturating ANP. hit rate 0.14% among 370,000; in the data active = activation above about 40%
ssDAF12 agonist = S. stercoralis DAF-12 activation, primary screen | hit rate 1% among 370,000 | AID 652126 | activation, % at 6.8 µM | HEK293 ssDAF-12/GRIP1 lit1-tk-luc reporter, luminescence; % of 3 µM dafachronic acid response;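 active = activation above the mean over all tested compounds plus 3 SD, cut at about 0.9% in these data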;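 note: 0% = DMSO-only wells and 100% = 3 µM delta7-dafachronic acid wells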
NPR2 activator = GC-B (human) receptor activation; activation, % at 10 µM; HEK293-GC-B cells, CNP EC30, cGMP TR-FRET; 0% at EC30 CNP, 100% saturating CNP; hit rate 0.11% among 370,000; AID 1920062; P20594;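 active = activation at 10 µM reaching about 35% in either raw or pattern-adjusted values, limit read from the data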
hcDAF-12 act = H. contortus DAF-12 activation, primary screen; activation, % at 6.8 µM; HEK293 hcDAF-12 lit1-tk-luc reporter, luminescence; 0% DMSO, 100% Δ7-dafachronic acid; AID 652067; hit rate 1.4% among 370,000;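 active = activation above the mean of all tested compounds plus 3 SD, cut at about 5.5% in these data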;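 note: 100% = response to 3 µM Δ7-dafachronic acid high control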
SMARCA2 act = activators of SMARCA2 function | MG213 cells, MMTV-luciferase reporter, dexamethasone, overnight | activation, % at 9.1 µM | hit rate 1% among 370,000; in the data active = activation above about 7.8%;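 note: 0% = vehicle wells and 100% = reference activator wells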
HGIII-sPLA2 inh = Inhibits HGIII-sPLA2 liposome hydrolysis, primary screen. Q9NZ20. QFRET BODIPY PC-A2 liposome hydrolysis, fluorescence. inhibition, % at 12.2 µM. hit rate 0.56% among 370,000;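 active = inhibition above mean plus 3 SD of compounds lying within the high and low control bounds, cut at about 19% in these data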;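 note: 0% = median of test compound wells and 100% = no enzyme DMSO wells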
FXN GAA850 act = activators of GAA850 frataxin (FXN) promoter. activation, % at 6 µM. hit rate 0.56% among 360,000. HEK293 lucGAA850 FXN promoter luciferase reporter, 24 h; percent of 10 µM SAHA response;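 active = activation above the average of all compounds screened plus 3 SD, cutoff fixed separately per campaign, cut at about 7.5% in these data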;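 note: 0% = DMSO wells and 100% = 10 µM SAHA wells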
DAX1 inh-1 = NR0B1 (DAX1) inhibition; hit rate 0.99% among 340,000; HEK293 Gal4-DAX1 luciferase reporter, luminescence; AID 504766; inhibition, % at 6.75 µM; P51843;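 active = inhibition above the mean over all tested compounds plus 3 SD, cut at about 4.2% in these data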;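 note: 0% = DAX1-transfected cells with DMSO and 100% = empty-vector control cells with DMSO; inhibition shows as a rise in luminescence from relieved DAX1 repression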
Target sequence (P51843 207-470 limits assumed): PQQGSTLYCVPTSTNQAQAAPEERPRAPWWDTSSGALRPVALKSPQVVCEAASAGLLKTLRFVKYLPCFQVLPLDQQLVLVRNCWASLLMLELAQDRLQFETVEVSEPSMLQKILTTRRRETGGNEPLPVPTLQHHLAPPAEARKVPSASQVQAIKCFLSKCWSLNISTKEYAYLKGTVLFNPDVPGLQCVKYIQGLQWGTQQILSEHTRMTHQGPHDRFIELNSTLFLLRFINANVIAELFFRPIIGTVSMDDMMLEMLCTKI
ADAM10 inh = ADAM10 inhibition, QFRET primary screen. O14672. recombinant ADAM10, EDANS/DABCYL FRET peptide cleavage, 3 h. inhibition, % at 7 µM. hit rate 0.62% among 370,000. AID 720582;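 active = inhibition above a per-campaign cutoff equal to the mean of compounds falling between control-based bounds plus 3 SD, cut at about 20% in these data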;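 note: 0% = DMSO wells while the 100% control is not disclosed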
Target sequence (O14672 214-748 limits assumed): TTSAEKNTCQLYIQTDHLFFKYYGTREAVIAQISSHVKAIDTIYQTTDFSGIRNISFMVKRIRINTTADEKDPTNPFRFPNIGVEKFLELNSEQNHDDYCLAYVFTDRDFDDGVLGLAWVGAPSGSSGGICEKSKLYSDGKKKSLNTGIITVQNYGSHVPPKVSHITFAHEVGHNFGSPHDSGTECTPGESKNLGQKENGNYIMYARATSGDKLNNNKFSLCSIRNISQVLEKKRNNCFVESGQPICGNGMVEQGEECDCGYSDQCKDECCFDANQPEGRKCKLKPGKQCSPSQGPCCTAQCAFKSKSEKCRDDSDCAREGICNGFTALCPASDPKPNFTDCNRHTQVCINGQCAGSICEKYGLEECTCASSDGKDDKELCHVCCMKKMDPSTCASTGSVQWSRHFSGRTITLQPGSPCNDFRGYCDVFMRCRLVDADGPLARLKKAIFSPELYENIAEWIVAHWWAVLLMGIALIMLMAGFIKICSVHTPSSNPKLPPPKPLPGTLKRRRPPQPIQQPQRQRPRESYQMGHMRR
hgDAF12 agonist = activates the H. glycines DAF-12 receptor ligand-binding domain | hit rate 1.8% among 370,000 | AID 687014 | activation, % at 6.8 µM | HEK293 GAL4-hgDAF12 UAS-luciferase reporter, agonist luminescence; normalized to butyrate control;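 active = activation above a cutoff set at the mean of all screened compounds plus 3 SD, cut at about 10% in these data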;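 note: 0% = DMSO wells and 100% = sodium butyrate wells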
DAX1 inh-2 = inhibitors of DAX1 repression of SF-1 activated StAR promoter | HEK293T StAR-luciferase reporter, SF-1/DAX-1 repression relief | inhibition, % at 6.8 µM | hit rate 1.1% among 370,000 | AID 652010;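 active = inhibition above the mean over all tested compounds plus 3 SD, cut at about 3.6% in these data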;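 note: 0% = DAX-1 cells with DMSO and 100% = cells lacking DAX-1 with DMSO; higher inhibition means more luminescence from relief of DAX-1 repression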
Numbers without * were called inactive; i = inactive; · = no result given.

item	Compound	hgDAF12 agonist	SMARCA2 act	ADAM10 inh	NPR1 activator	ssDAF12 agonist	FXN GAA850 act	hcDAF-12 act	DAX1 inh-2	DAX1 inh-1	NPR2 activator	HGIII-sPLA2 inh
1	Cc1cc(C)cc(OCC(=O)NNC(=S)NC(=O)C2CC2)c1	1.5	-1	1	3	-1.1	0.1	-1.4	-0.3	-0.4	-1	18
2	O=[N+]([O-])c1ccc(S(=O)(=O)Nc2ccc3c(c2)OCCO3)cc1	-0.7	-2	-1	-1	-0.9	2.7	-0.8	-0.7	-0.9	2	8
3	O=C1NC(Cc2ccccc2)c2nc3cc(Cl)ccc3c(=O)n2-c2ncccc21 (centres undefined)	-2.2	-3	-4	-10	-0.7	-1.7	-0.9	0.5	-0.1	-6	-8
4	CN(C(=O)C1Cc2c(-c3ccc(Cl)cc3)ccnc2O1)c1ccccc1 (centres undefined)	-2.0	-8	-5	-19	-1.3	0.2	-2.4	-0.1	·	-13	-2
5	O=C(O)c1cccnc1Sc1ccc(Br)cc1	-1.0	-1	-2	3	-1.2	-0.4	-1.4	0.2	-1.1	-1	-1
6	Cc1cccc(NC(=O)Nc2nc3ncccn3c2-c2ccccc2)c1	1.3	-4	-155	1	-0.4	·	-3.1	-1.9	·	0	8
7	O=[N+]([O-])c1ccc(O)c(/C=N/NC(=S)Nc2ccc(Cl)cc2Cl)c1	1.2	-3	-2	-1	-1.0	-1.0	-1.0	0.0	-0.3	-3	40*
8	Cc1c(C(=O)OCC(=O)NC2CC2)oc2ccc(Br)cc12	0.1	1	-4	-1	-0.5	0.9	-1.2	0.1	-0.8	0	-9
9	O=C(Nc1ccc([N+](=O)[O-])cn1)c1ccc(Br)o1	1.3	-1	8	1	-1.3	1.0	3.0	-0.6	0.1	-2	8
10	Cc1cc(OCC(=O)NCCCN(C)C)cc(C)c1Br	-0.7	0	-4	2	-1.1	-0.7	-1.5	0.1	0.4	-1	-2
11	S=c1[nH]nc(Cc2ccc(Cl)cc2)n1-c1ccc2c(c1)OCCO2	-1.6	-4	-7	2	-1.1	-0.1	-0.5	-0.7	1.9	-3	9
12	Cc1ccc(OCC(=O)Nc2cccc(C)n2)c(C)c1	11*	11*	0	-2	-0.3	1.8	3.7	3.2	0.7	5	-1
13	Cc1ccc(NC(=O)c2sc3nc(CCl)[nH]c(=O)c3c2C)c(C)c1	3.2	6	3	-1	-0.9	-0.5	1.7	3.7*	-0.6	3	4
14	COc1ccc(C2CC(=O)C(c3ccc(C#N)cc3)=CN2Cc2ccccc2)cc1 (centres undefined)	-0.7	-4	-14	-5	-1.5	·	-3.3	-1.3	·	-1	-2
15	C=CCn1c(N)c(-c2nc3ccccc3n2C)sc1=S	1.6	1	-12	16	-2.0	0.7	-2.4	-0.1	0.0	16	5

Records above marked active in DAX1 inh-2.
| item | compound | SMARCA2 act | ADAM10 inh | NPR1 activator | ssDAF12 agonist | hcDAF-12 act | DAX1 inh-2 | DAX1 inh-1 | NPR2 activator | HGIII-sPLA2 inh |
| --- | --- | --- | --- | --- | --- | --- | --- | --- | --- | --- |
| 13 | Cc1ccc(NC(=O)c2sc3nc(CCl)[nH]c(=O)c3c2C)c(C)c1 | 6 | 3 | -1 | -0.9 | 1.7 | 3.7* | -0.6 | 3 | 4 |

(next part)
item	Compound	hgDAF12 agonist	SMARCA2 act	ADAM10 inh	NPR1 activator	ssDAF12 agonist	FXN GAA850 act	hcDAF-12 act	DAX1 inh-2	DAX1 inh-1	NPR2 activator	HGIII-sPLA2 inh
16	CC(=O)c1sc(NC(=O)CCNC(=O)c2ccco2)nc1-c1ccccc1	1.8	-1	-1	-3	-0.9	0.8	-0.9	-2.3	0.0	-4	3
17	Nc1c(N2CCN(c3ccccc3)CC2)c2ccccc2oc1=O	0.9	1	4	-21	-1.3	-1.5	-1.6	0.0	1.3	-9	14
18	COc1ccc(C(CNC(=O)c2cc(F)c(F)c(F)c2F)N2CCOCC2)cc1 (centres undefined)	-2.8	-3	1	-7	-1.8	0.9	0.1	0.6	-1.0	-1	-1
19	C[C@H](CO)N1C[C@H](C)[C@@H](CN(C)C)Oc2c(NS(=O)(=O)c3cccs3)cccc2C1=O	0.5	3	-5	-1	-1.2	2.9	-1.1	-0.4	-0.6	-1	-1
20	Cc1ccc(S(=O)(=O)Nc2ccc(C(=O)NCc3cccnc3)cc2)cc1	0.8	7	4	-1	-1.6	1.1	-3.1	0.0	0.8	1	-3
21	CC(=O)Nc1ccc(NC(=O)c2ccccc2N(C)S(=O)(=O)c2ccc(C)cc2)cc1	-2.1	2	8	-1	-1.1	2.1	0.3	0.1	-0.7	4	-1
22	CCC1CCc2c(sc(NC(=O)c3ccoc3C)c2C(N)=O)C1 (centres undefined)	4.8	2	-26	-11	-1.1	4.0	5.9*	-0.9	-0.5	-8	-12
23	COc1ccc(NC(=O)CSc2nc(NS(=O)(=O)c3ccccc3)cc(=O)[nH]2)cc1	-1.5	0	-1	9	-0.8	-1.1	-0.6	-0.4	-1.2	4	-2
24	O=C(NCCCl)NNc1c(Cl)cc(Cl)cc1Cl	0.4	-2	-10	-2	-0.5	1.6	2.5	0.9	1.0	-3	7
25	CCOc1ccc(S(=O)(=O)Nc2cc(SCC(=O)O)c(O)c3ccccc23)cc1	-3.5	-1	-6	2	1.5*	2.5	0.3	-1.3	0.1	3	-8
26	Cc1cc(C)n(-c2nc(NCc3cccnc3)c3c4c(sc3n2)COC(C)(C)C4)n1	-1.1	-1	i	2	-1.6	-2.1	-0.9	-1.4	-0.4	-4	-2
27	CCOc1ccc(-n2c(SCC(=O)Nc3ccccc3-c3ccccc3)nnc2-c2cccs2)cc1	3.9	3	16	-5	-1.4	·	-2.0	-1.0	·	1	-11
28	COc1ccc(C(=O)N[C@H](C(=O)OCn2nnc3ccccc3c2=O)C(C)C)cc1	0.5	-3	-8	1	-0.6	-0.6	0.2	1.1	0.7	0	-3
29	Cc1ccc(S(=O)(=O)/N=C/c2ccco2)cc1	0.0	1	2	1	0.8	-0.4	-1.6	0.4	-0.1	5	1
30	O=C(NCC(c1ccc(F)cc1)N1CCOCC1)c1c(F)cccc1F (centres undefined)	0.7	-3	-11	2	-1.1	2.8	3.3	-0.1	1.0	3	6

item	Compound	hgDAF12 agonist	SMARCA2 act	ADAM10 inh	NPR1 activator	ssDAF12 agonist	FXN GAA850 act	hcDAF-12 act	DAX1 inh-2	DAX1 inh-1	NPR2 activator	HGIII-sPLA2 inh
31	O=C1Nc2cc(C(=O)N3CCN(c4ccc(F)cc4)CC3)ccc2NC1CSCc1cccc(F)c1 (centres undefined)	-1.1	-3	-17	-2	-1.1	0.5	-0.4	-1.1	-0.1	2	-2
32	CN(C)c1ccc(SC#N)cc1	0.8	-3	1	2	-0.7	0.6	-0.3	-0.9	2.1	3	4
33	COc1ccc2cc(C(C)C(=O)N3CCC(C(N)=O)CC3)ccc2c1 (centres undefined)	0.2	0	10	-2	-0.3	0.3	-0.1	0.3	-1.4	2	2
34	CCN1CCN(C(=S)NCCOC)CC1	-1.0	1	-4	1	-0.9	-0.8	-0.4	0.0	1.1	5	1
35	O=c1ccc(-c2ccccc2)nn1Cc1ccc(F)cc1	0.2	-1	-6	4	-0.7	0.9	-2.0	-0.4	-0.4	4	2
36	CC(NC(=O)C1CCN(C(=O)c2ccc(F)cc2)CC1)c1ccc(S(N)(=O)=O)cc1 (centres undefined)	-0.9	1	3	4	-1.3	-2.4	1.8	-0.3	0.5	3	-3
37	CN(CC(=O)Nc1ccccc1Cl)C(=O)COC(=O)CNC(=O)c1ccc(Br)o1	1.6	-2	-9	-3	-0.1	-1.6	-0.1	0.0	1.7	3	1
38	NC(=O)C1CCN(C(=O)C2CC(=O)N(c3ccc(F)cc3)C2)CC1 (centres undefined)	2.5	2	-5	1	-1.2	2.9	-1.4	1.9	0.8	2	10
39	COc1ccc(N(CC(=O)Nc2cccnc2)S(C)(=O)=O)cc1	-4.5	-3	6	3	-1.3	1.2	1.1	0.1	1.9	-1	-6
40	O=S(=O)(c1ccc(SCc2ccccc2)nc1)N1CCCCCC1	3.6	0	11	1	-0.6	1.3	2.0	0.0	-0.3	-5	-7
41	CNC(=S)NCCN1CCOCC1	2.0	-3	-11	1	-0.5	2.2	-0.9	0.3	0.7	-2	1
42	CCCCN(C(=O)c1ccccc1Br)C1CCS(=O)(=O)C1 (centres undefined)	-0.9	0	-8	3	-0.9	0.9	0.7	-0.5	0.6	2	4
43	Cc1ccc(-n2nc3ccc(N)cc3n2)cc1C	4.5	-1	-283	4	0.3	-2.6	5.8*	0.8	1.8	0	-1
44	CCC(C)[C@H](NC(=O)N1CC(=O)Nc2ccccc21)C(=O)N[C@H](C(=O)O)c1ccccc1 (some centres undefined)	-1.2	-1	-13	-1	-1.3	2.5	-1.5	-0.3	0.4	3	7
45	CCn1c(=O)c(C(C)=O)c(O)c2ccccc21	-0.8	3	-3	-2	-1.6	1.2	-2.2	-0.1	-0.1	0	-1
46	Cc1ccc(S(=O)(=O)NCc2ccncc2)cc1C(=O)NCC(C)C	-1.8	-2	-15	0	-1.4	1.8	-1.9	-2.5	-0.1	1	0
47	Cc1ccc(S(=O)(=O)c2nnn3c2nc(Nc2cccc(C)c2)c2ccccc23)cc1	0.1	-2	-6	49*	-1.3	-0.7	-2.9	0.5	-1.3	50*	7

Quoted from above: nos. 45–47
item	Compound	hgDAF12 agonist	SMARCA2 act	ADAM10 inh	NPR1 activator	ssDAF12 agonist	FXN GAA850 act	hcDAF-12 act	DAX1 inh-2	DAX1 inh-1	NPR2 activator	HGIII-sPLA2 inh
45	CCn1c(=O)c(C(C)=O)c(O)c2ccccc21	-0.8	3	-3	-2	-1.6	1.2	-2.2	-0.1	-0.1	0	-1
46	Cc1ccc(S(=O)(=O)NCc2ccncc2)cc1C(=O)NCC(C)C	-1.8	-2	-15	0	-1.4	1.8	-1.9	-2.5	-0.1	1	0
47	Cc1ccc(S(=O)(=O)c2nnn3c2nc(Nc2cccc(C)c2)c2ccccc23)cc1	0.1	-2	-6	49*	-1.3	-0.7	-2.9	0.5	-1.3	50*	7

This is a random part of the collection; any-hit rate near 6.6%.
